Screening results deposited in PubChem BioAssay by several laboratories.
CAL PDZ FP-1 = blocks peptide binding to the human CAL PDZ domain; Q9HD26; purified CAL PDZ, TMR-peptide fluorescence polarization, 1 h; inhibition, % at 24.9 µM; hit rate 0.92% among 300,000; AID 602252;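 active means mean inhibition of at least 30% with at least half of replicates also reaching 30%; inconclusive means no clear call, values can overlap the other calls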;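 further: 0% = DMSO neutral control and 100% = excess unlabeled competitor peptide PRC23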
Wnt bcat act = activates Wnt/beta-catenin signaling in a reporter cell assay | activator, plate reader | activation, % at 9.35 µM | hit rate 1.2% among 300,000 | AID 743398; in the data active means activation above about 30%, passing the limit was not always enough; inconclusive means no clear call, values can overlap the other calls;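 further: 0% = neutral control wells and 100% = positive control wells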
Ecoli viability = counter-screen for AddAB inhibitors: E. coli growth inhibition; E. coli V3065 growth, OD600 absorbance, 18 h; AID 449728; inhibition, % at 11.9 µM; hit rate 0.27% among 330,000;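 active means inhibition above the campaign's mean inhibition across all tested compounds plus 3 SD, cut at about 9.9% in these data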;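 further: uninfected addAB+ strain grown without phage in ampicillin broth; 0% = DMSO wells and 100% = ciprofloxacin 0.95 µg/ml wells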
MITF TRPM1 HTS = activators of MITF-driven TRPM1 promoter activity in SK-MEL-5 cells; AID 588334; hit rate 0.75% among 300,000; SK-MEL-5 TRPM1-promoter luciferase, 24 h; % of positive control, neutral wells = 0; activation, % at 12.5 µM;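 active means mean activation of at least 80% with every replicate also reaching 80%; inconclusive means mean reaches 80% but some replicate falls short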;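 further: 0% = neutral control wells and 100% = parthenolide positive control wells; values of inactives mirror those of a sister screen read the other way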
Tat transport = blocks Tat-dependent protein export in E. coli; E. coli MC4100 TorA-mCherry Tat export, fluorescence; inhibition, % at 10 µM; hit rate 0.036% among 340,000; AID 488895;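 active means mean replicate inhibition at least 50% and at least half of replicates individually reaching 50%; inconclusive means only one of the two criteria met; inactive means neither criterion met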;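 further: exported cargo escapes ClpAP degradation while cytoplasmic cargo is degraded and loses fluorescence; 0% = median of neutral control wells and 100% = median of NaSCN control wells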
SR-BI uptake up = enhances SR-BI lipid uptake from DiI-HDL. CHO ldlA[mSR-BI] cells, DiI-HDL uptake fluorescence, 3 h; 100 = double the neutral-control signal. activation, % at 12.5 µM. hit rate 0.096% among 320,000. AID 504775;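 active means mean replicate activation of at least 60% and every replicate at or above 60%; inconclusive means mean or all-replicate condition met, but not both; inactive means mean below 60% and not all replicates reaching 60%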;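 further: 0% = median plate neutral-control signal and 100% = twice that signal; values of inactives mirror those of a sister screen read the other way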
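System: CHO ldlA[mSR-BI] cells / Medium: HEPES-buffered (25 mM, pH 7.4) F12 plus 0.5% BSA / Probe or stimulus: labelled HDL, 10 µg/mL / Doses: single compound concentration, delivered by pin transfer / Schedule: 3 h, 37 °C / Measured by: DiI fluorescence, bottom read / Measure: cell-associated DiI fluorescence as measure of HDL uptake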
SR-BI HDL uptake = inhibitors of mouse SR-BI mediated HDL lipid uptake; Q61009; ldlA[mSR-BI] CHO cells, DiI-HDL uptake fluorescence, 3 h; inhibition, % at 12.5 µM; hit rate 0.96% among 320,000; AID 488896;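 active means mean replicate inhibition of at least 70% and a set share of replicates each scoring 70 or more; inconclusive means meets just one of the two criteria; inactive means fails both criteria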;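 further: 0% = median of neutral control wells and 100% = median of positive control wells; values of inactives mirror those of a sister screen read the other way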
Target sequence (Q61009 whole entry, looked up): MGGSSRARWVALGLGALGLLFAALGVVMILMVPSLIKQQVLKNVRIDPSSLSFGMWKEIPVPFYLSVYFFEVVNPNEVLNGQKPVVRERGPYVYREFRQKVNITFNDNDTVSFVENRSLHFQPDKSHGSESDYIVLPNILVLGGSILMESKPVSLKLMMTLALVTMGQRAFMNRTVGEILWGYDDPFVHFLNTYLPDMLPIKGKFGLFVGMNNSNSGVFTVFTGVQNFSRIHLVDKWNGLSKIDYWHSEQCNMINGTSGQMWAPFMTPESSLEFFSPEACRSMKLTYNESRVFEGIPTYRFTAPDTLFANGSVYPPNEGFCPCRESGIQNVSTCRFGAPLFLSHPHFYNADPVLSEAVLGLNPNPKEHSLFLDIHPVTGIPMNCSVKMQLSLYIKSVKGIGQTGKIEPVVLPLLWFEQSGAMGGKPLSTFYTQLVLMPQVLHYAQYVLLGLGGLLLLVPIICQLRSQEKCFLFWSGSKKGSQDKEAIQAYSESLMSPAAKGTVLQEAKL
phage Ecoli inh = E. coli growth loss with phage present | growth absorbance | inhibition, % at 11.9 µM | hit rate 0.26% among 360,000 | AID 651602; in the data active means inhibition above about 11%
CAL PDZ FP-2 = human CAL PDZ-peptide interaction inhibition; inhibition, % at 20 µM; hit rate 0.02% among 330,000; Q9HD26; AID 504414; purified CAL PDZ, TMR-peptide fluorescence polarization, 1 h;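 active means highest replicate inhibition of at least 40%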;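 further: plate controls were DMSO neutral control wells for no effect and unlabeled competitor peptide control wells for full effect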
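System: purified tagged CAL PDZ domain construct (CerCALP). Schedule: 1 h incubation at room temperature before polarization reading. Medium: 25 mM sodium phosphate pH 7.4, 150 mM NaCl, TCEP, IgG, Thesit. Read-out: percent inhibition from loss of millipolarization. Measured by: FP readout, S and P plane fluorescence. Probe or stimulus: fluorescent TMR peptide probe.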
AddAB inh = less growth of phage-infected E. coli with AddAB. E. coli expressing H. pylori AddAB, absorbance growth. inhibition, % at 11.9 µM. hit rate 0.29% among 330,000. AID 435030; in the data active means inhibition above about 12%;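 further: 0% = vehicle wells of infected cells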
Active calls of the source: *; ? = inconclusive; . = not tested or not shown; & = joins results of further samples.

canonical_smiles	CAL PDZ FP-1	Wnt bcat act	Ecoli viability	MITF TRPM1 HTS	Tat transport	SR-BI uptake up	SR-BI HDL uptake	phage Ecoli inh	CAL PDZ FP-2	AddAB inh
O=[N+]([O-])c1ccc(S(=O)(=O)Nc2cccc(-c3ccc(N4CCCC4)nn3)c2)cc1	-3	3	3.2	4	-6	18	-18	1.9	-1.9	5.3
CC(Oc1ccccc1)C(=O)OCC(=O)N1CC(=O)Nc2ccccc21 (centres undefined)	-2	0	0.4	2	-4	6	-6	4.5	0.2	1.9
O=C(NCc1ccccn1)C12CC3CC(CC(C3)C1)C2	-4	-8	-0.3	-4	2	41	-41	9.1	-1.2	2.3
O=C(CSc1nnc(SCc2ccc(Cl)cc2)s1)N/N=C/c1ccc(C(=O)O)cc1	47*	10	1.1	9	-5	26	-26	-2.3	-2.7	-0.8
COc1cccc(/C=N/NC(=O)CCC(=O)Nc2ccc(Br)cc2)c1	2	-1	0.5	7	-2	-7	7	1.6	0.9	0.2
Cc1occc1-c1nnc(SCC(=O)N(C)C)o1	.	.	-1.1	4	4	-5	5	2.4	-2.0	3.2
Cc1cccc(NS(=O)(=O)c2ccc(C)c(NS(=O)(=O)c3cccs3)c2)c1	.	-1	.	-1	8	26	-26	4.9	-0.5	.
CCOc1ccc(-n2c(=O)c3c4c(sc3n(CC(=O)NCc3ccco3)c2=O)CCC4)cc1	-3	1	0.3	-8	-3	-19	19	1.0	.	3.5
CC(=O)Nc1ccc(OC(=O)CC2SC(=O)NC2=O)cc1 (centres undefined)	-3	17	0.8	.	-9	5	-5	3.3	-0.7	4.5
COCCNc1ccc(N2C(=O)C3CCCCC3C2=O)cc1[N+](=O)[O-] (centres undefined)	-3	5	0.8	9	1	.	.	3.2	-3.1	1.5
COC(=O)c1cc(OC(=O)c2ccc(=O)[nH]c2)cc(C(=O)OC)c1	.	0	-2.6	-4	-2	.	.	-0.3	-0.1	-2.4
C/C=C(\C)C(=O)N1CC2(CC(c3cccc(NC(=O)COc4ccc(Cl)cc4)c3)=NO2)C[C@@H]1C(N)=O (some centres undefined)	-1	2	0.5	-4	5	-58	58	0.8	-7.7	2.8
Cc1ccc(C(=O)COC(=O)CCC(=O)NC2CCCCC2)cc1C	-2	-1	-0.2	-17	4	7	-7	2.1	-2.4	1.4
O=S(=O)(Nc1cccc(-n2cnnn2)c1)c1ccccc1	-2	-2	-2.0	-10	7	20	-20	3.2	-1.6	2.4
O=C(c1ccccc1Br)N1CCn2c1nc1ccccc12	.	-2	1.6	-3	-3	16	-16	3.7	-0.7	3.2
O=C(NC1CCN(Cc2ccccc2)CC1)c1cccc(OC(F)F)c1	1	-1	1.5	-15	-4	1	-1	1.4	-0.2	3.1
COc1ccc(C(=O)N2CCCC(N3CCN(c4ccccc4OC)CC3)C2)c(OC)n1 (centres undefined)	-2	-1	-0.8	-7	-3	-11	11	2.6	0.3	0.9
Cc1cc(=O)[nH]c(SCC(=O)NCc2ccco2)n1	-2	.	2.5	7	-2	1	-1	2.6	-0.6	2.9
COc1ccc2c(c1)[nH]c1c(N3CCSCC3)ncnc12	.	-4	1.2	.	2	-25	25	1.5	-0.4	0.8
CC12CCC(C[N+](C)(C)C1)C2(C)C (centres undefined)	.	0	0.7	-6	-7	-1	1	3.0	-1.1	3.1
Clc1cccc(CN2CCN(Cc3ccco3)CC2)c1	1	-3	-1.8	0	-2	1	-1	-5.6	-3.0	-0.2
COc1ccc(CNc2cc(C)nc3ncnn23)c(OC)c1	.	-4	-1.5	-20	-8	-6	6	4.1	-5.4	0.7
COc1c(C)cc(C(=O)C2CCCN(C(=O)/C=C/c3ccccn3)C2)cc1C (centres undefined)	-1	6	0.9	7	-5	.	.	1.7	0.0	-0.9
COc1ccc(C)cc1NC(=O)C(Sc1nnc(-c2cccs2)o1)c1ccccc1 (centres undefined)	-3	.	-1.0	-18	-2	14	-14	4.4	-0.6	2.9
O=c1c2ccccc2ncn1Cc1ccc2c(c1)OCO2	1	-1	-1.4	2	2	-8	8	-2.4	-13	1.2
CCOc1cccc(OCCCCn2cnc3ccccc3c2=O)c1	-9	-2	-1.1	1	1	24	-24	3.8	-0.1	-0.3
CCCc1cc(=O)[nH]c(SCC(=O)N(CC)C2CCS(=O)(=O)C2)n1 (centres undefined)	-3	.	1.0	6	2	23	-23	.	-0.1	4.8
Clc1ccccc1Cc1noc(CN2CCCCC2c2ccccn2)n1 (centres undefined)	8	-10	-0.2	-2	-9	1	-1	2.5	-0.9	1.8
COc1cc(CN2CCCC(C(=O)c3ccc(SC)cc3)C2)cc(Cl)c1O (centres undefined)	-3	1	0.8	.	0	5	-5	0.1	-1.3	2.1
O=C(Nc1ccc(N2CCN(C(=O)c3ccco3)CC2)cc1)c1ccccc1Br	-4	-3	1.4	19	-3	-69	69	2.0	-0.7	2.1
CCN(Cc1nc(-c2ccccc2)no1)C(=O)c1ccco1	-5	1	-0.8	.	14	.	.	-0.6	-1.8	3.2
CS(=O)(=O)N1CCc2cc(C(=O)Nc3ccccc3Cl)ccc21	-2	7	0.6	.	-14	-44	44	2.6	0.4	2.5
N#Cc1nc(-c2ccco2)oc1NCCc1ccccc1	-10	3	-1.4	25	6	-21	21	0.5	-5.0	0.6
Cc1nnc(Sc2cc(C(=O)NC3CC3)c3ccccc3n2)s1	-2	4	2.0	-35	0	-9	9	2.0	0.6	1.2
CCOC(=O)CN(C(=O)c1ccccc1)c1ccccc1C	.	.	-0.4	.	-9	3	-3	1.2	-1.6	0.3
C[C@@H]1CN(S(=O)C(C)(C)C)[C@@H](CCO)/C1=C\c1ccccc1 (some centres undefined)	-5	1	.	8	-8	-2	2	4.3	-1.2	.
O=C1Nc2ccccc2Nc2ccccc21	-8	3	0.6	-1	4	?	-93	0.2	0.6	-0.6
Cc1nc(CNC(=O)C2CCC(=O)N(CCc3ccc(Cl)cc3)C2)sc1C (centres undefined)	-5	0	-0.4	11	-2	22	-22	1.2	-2.6	0.4
Cc1ccc(-c2csc(N3CCC[C@@H]3C(=O)NCCn3c(-c4ccncc4)nc4ccccc43)n2)cc1	-5	-3	-3.9	-28	14	-21	21	2.2	-1.7	1.6
O=S(=O)(Nc1cccc(S(=O)(=O)N2CCOCC2)c1)c1cccs1	4	1	-0.3	21	-5	12	-12	2.9	-0.2	-0.3
COc1ccc(S(=O)(=O)N(CCCN2CCOCC2)Cc2ccc(OC)c(OC)c2)cc1	0	.	2.2	19	3	27	-27	1.6	-1.4	3.6
CCCc1nn(-c2cc(Cl)ccc2OC)c2c1C(=O)CC(C)(C)C2	.	-1	0.7	2	-4	-11	11	2.7	-0.8	3.8
CCN(CC)c1ccc(/C=C2\C(=N)N3N=C(CC(=O)N4CCOCC4)SC3=NC2=O)cc1	-4	0	0.2	2	-19	-9	9	1.7	-2.3	1.0
Cc1ccccc1NC(=S)NC(C)C(c1cccs1)N1CCOCC1 (centres undefined)	.	2	-0.1	.	2	5	-5	3.6	-0.8	-0.5
Cc1ccc(S(=O)(=O)Nc2cccc(C(=O)NCC3(N4CCCCC4)CCCCC3)c2)cc1F	3	0	-0.6	16	1	0	0	1.9	-2.9	0.9
O=c1[nH]c(=O)n(C2OC(CO)C(O)C2O)cc1Br (centres undefined)	-2	-2	0.9	8	-20	.	.	0.8	-1.1	2.7
CCCC1(c2ccccc2)NC(=O)N(CC(=O)Nc2sc(-c3ccccc3)cc2C(=O)OCC)C1=O (centres undefined)	-4	-16&-1	1.3	0	3	-40	40	-0.2	.	-0.9
CN1CCN(CCC(=O)N/N=C/c2ccccn2)CC1	-3	-1	-2.8	-3	-4	2	-2	-1.2	-0.3	2.5
CCC1(CC)NC(=O)N(CC(=O)OCC(=O)Nc2ccccc2OC(F)F)C1=O	.	-1	-0.7	-2	5	13	-13	0.3	0.0	1.1
Cc1ccc2c(c1)-c1nc3ccccc3cc1C2=NC1CCCCC1	-1	47*	-0.5	31	-2	27	-27	3.3	-2.3	0.0
O=C(CN1CCc2cc3c(cc2C1)OCCCO3)Nc1ccc(S(=O)(=O)N2CCCC2)cc1	4	-1	-1.4	-13	2	-14	14	-0.3	-2.4	1.3
N#C/C(=C\c1ccc(OCc2ccc(F)cc2)cc1)C(=O)Nc1cccc(C(=O)O)c1	-5	51*	2.1	66	2	.	.	2.3	-4.6	1.5
CCn1c(SCc2cc(=O)n3ccsc3n2)nc2ccccc21	-3	0	-0.8	12	2	-14	14	2.4	1.0	0.8
COCCn1c(CCC(=O)O)nc2c1c(=O)[nH]c(=O)n2CC(C)C	0	.	-2.0	4	-6	8	-8	4.0	0.2	0.4
NC(=O)c1ccnc2c(O)cccc12	1	0	-1.3	-11	13	10	-10	-0.8	0.4	0.3
O=C(Nc1ccc(N2CCN(C(=O)C3CC3)CC2)cc1)c1cccs1	-4	-3	0.3	5	5	10	-10	2.3	-1.5	2.0
CCOc1ccc(OCC)c(NC(=O)CN2CCN(c3cc(C)ccc3C)CC2)c1	1	-3	0.4	-16	4	-36	36	-0.3	-1.6	-0.3
